FadD28 FP inh – inhibitors of FadD28 bisubstrate probe binding, primary screen, biochemical, fluorescence polarization, single point. Mycobacterium tuberculosis FadD28 fatty-acid-AMP ligase. inhibition, % at 12.5 µM. hit rate 0.22% among 360,000. AID 588549, 2011; in the data active = inhibition above about 8.5%, passing the limit was not always enough
Mtb FBA inh – Mtb FBA enzyme inhibitors, primary screen, biochemical, fluorescence, strain H37Rv. purified M. tuberculosis FBA, fluorescence read-out. inhibition, % at 1 µM. hit rate 2.3% among 360,000; in the data active = inhibition above about 27%;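 note: 0% = vehicle and 100% = reference inhibitor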
Target sequence (P9WQA3 whole entry, looked up): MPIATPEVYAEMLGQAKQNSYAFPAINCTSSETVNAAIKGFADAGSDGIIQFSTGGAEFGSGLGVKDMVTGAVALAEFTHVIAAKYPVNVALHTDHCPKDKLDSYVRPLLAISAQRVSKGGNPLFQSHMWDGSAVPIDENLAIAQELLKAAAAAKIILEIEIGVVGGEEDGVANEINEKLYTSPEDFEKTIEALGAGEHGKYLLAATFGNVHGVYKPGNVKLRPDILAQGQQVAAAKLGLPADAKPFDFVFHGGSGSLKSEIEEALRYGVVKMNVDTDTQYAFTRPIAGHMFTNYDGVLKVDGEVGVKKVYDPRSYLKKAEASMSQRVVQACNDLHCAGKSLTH
UGM FP inh – M. tuberculosis UGM enzyme inhibitors, primary screen, biochemical, fluorescence polarization, single point; UDP-galactopyranose mutase (Mycobacterium tuberculosis (strain ATCC 25618 / H37Rv)), …; purified UGM, fluorescence polarization probe displacement; inhibition, % at 10 µM; hit rate 0.06% among 320,000; AID 504406, 2011; in the data active = inhibition above about 10%, passing the limit was not always enough
Target sequence (P9WIQ1 whole entry, looked up): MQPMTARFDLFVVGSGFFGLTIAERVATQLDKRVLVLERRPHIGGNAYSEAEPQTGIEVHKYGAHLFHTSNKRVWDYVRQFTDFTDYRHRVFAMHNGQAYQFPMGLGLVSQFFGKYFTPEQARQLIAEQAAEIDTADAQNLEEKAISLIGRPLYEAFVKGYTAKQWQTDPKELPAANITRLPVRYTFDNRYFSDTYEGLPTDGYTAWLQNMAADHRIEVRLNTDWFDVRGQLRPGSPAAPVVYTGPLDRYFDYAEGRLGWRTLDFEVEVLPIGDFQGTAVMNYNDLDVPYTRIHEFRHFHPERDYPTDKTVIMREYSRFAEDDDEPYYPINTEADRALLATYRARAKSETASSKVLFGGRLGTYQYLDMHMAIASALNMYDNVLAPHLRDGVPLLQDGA
GDH-TPI inh – GDH-TPI coupling enzyme inhibitors, primary screen, artefact control for M. tuberculosis FBA inhibitor project, biochemical, absorbance, full deck; GDH-TPI coupled enzyme counterscreen, NADH absorbance; inhibition, % at 4.8 µM; hit rate 1.2% among 360,000; AID 588335, 2011;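 note: 0% = DMSO wells and 100% = wells lacking the enzyme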
PrPC TRFRET – inhibitors of human cell surface prion protein PrPC, primary screen, cell-based, TR-FRET; hit rate 0.43% among 370,000; TR-FRET read-out; inhibition, % at 13.8 µM; Major prion protein (Homo sapiens), P04156; AID 720596, 2013; in the data active = inhibition above about 24%; note: 0% = median of the test wells and 100% = reference compound wells
Mtb BioA inh – M. tuberculosis BioA enzyme inhibitors, primary screen, biochemical, plate reader, single point, HTS; 7,8-diaminopelargonic acid synthase BioA (Mycobacterium tuberculosis); purified M. tuberculosis BioA enzyme; inhibition, % at 9.99 µM; hit rate 0.096% among 360,000; AID 602481, 2012; in the data active = inhibition above about 40%
BoNT A protease – BoNT/A light chain protease inhibitors, primary screen, biochemical, flow cytometry, MLPCN library; Botulinum neurotoxin type A light chain protease (Clostridium botulinum A str. ATCC 3502); multiplex microsphere protease substrate cleavage; AID 588499, 2011; hit rate 0.17% among 360,000; inhibition, % at 10 µM; in the data active = inhibition above about 30%; note: plate controls were buffer without enzyme for full effect and enzyme alone for no effect
BoNT F protease – BoNT/F light chain protease inhibitors, primary screen, biochemical, flow cytometry, MLPCN library; Botulinum neurotoxin type F light chain protease (Clostridium botulinum); inhibition, % at 10 µM; Multiplex microsphere protease cleavage assay; hit rate 0.22% among 360,000; AID 588497, 2011; in the data active = inhibition above about 35%, passing the limit was not always enough; note: plate controls were buffer without enzyme for full effect and enzyme alone for no effect
CCHF vOTU inh – CCHFV vOTU protease inhibitors, primary screen, biochemical, Pep-AMC substrate, fluorescence; inhibition, % at 11.5 µM; hit rate 0.55% among 370,000; AID 651958, 2012; Crimean-Congo hemorrhagic fever virus L polyprotein viral ovarian tumor (vOTU) protease …; note: 0% = vehicle wells with enzyme and 100% = no enzyme wells
* hit, by the source's call; · = not tested or not shown. Cut-off read from the data, not from the text of the source, unless noted: active = inhibition above about 30%; inactive = the rest.

SMILES	FadD28 FP inh	Mtb FBA inh	UGM FP inh	GDH-TPI inh	PrPC TRFRET	Mtb BioA inh	BoNT A protease	BoNT F protease	CCHF vOTU inh
CCN(CC)S(=O)(=O)c1ccc(OC)c(NC(=O)COc2ccccc2[N+](=O)[O-])c1	-2.1	0	4.4	-1	-1	·	-1.2	-8	3
CC(Cc1ccccc1)N1CCCC1=O (stereo not drawn)	-1.4	-2	·	11	5	-0.1	0.3	-16	-5
COc1ccc(-c2c(-c3cc(OC)cc(OC)c3)n(C)c3ccc(-c4ccc(SC)cc4)cc23)cc1	-2.2	4	-0.3	-1	0	-2.4	-0.7	0	4
CC(C)(C)C(=O)Nc1ccc(C(=O)Nc2cccnc2)cc1	-1.2	-2	0.2	-15	-1	1.8	-2.1	0	-3
COc1cc(OC)c(OC)cc1CNC(=O)c1ccc(COc2ccccc2)cc1	-4.8	0	1.7	-4	14	-0.3	0.2	-6	-4
O=C(COC(=O)Cc1ccccc1F)Nc1ccc2c(c1)OCCO2	-2.6	-4	-2.2	-6	2	·	-0.7	-5	-5
CNc1csc(C)c(C)c1=O	-3.0	0	2.4	1	-5	-0.4	-0.7	-9	-13
CCOC(=O)CNC(=O)c1cnn2cccnc12	0.4	8	-1.2	15	4	-2.6	0.6	3	-4
COc1ccc(NC(=O)CN2CCCCCC2)cc1OC	-4.1	1	-4.1	-2	-2	-0.2	-1.9	-3	-4
O=C(O)[C@@H]1CCCN(S(=O)(=O)c2cccc3cccnc23)C1	-0.7	0	-3.1	-4	1	1.8	-0.1	2	-13
CCOC(=O)c1c(NC(=O)CSc2nnc(C)o2)sc(C)c1C	-0.3	5	3.8	6	5	·	-0.8	-4	10
Cc1sc2nc(CN3CCOCC3)nc(N3CCC(C(N)=O)CC3)c2c1C	-1.3	-2	-1.0	4	0	3.6	0.4	-4	-5
O=c1sc(/C=N/Nc2ccccc2)c(Cl)n1Cc1ccccc1	-1.7	-1	3.7	86*	1	·	-0.2	-2	1
O=C(C1CCN(S(=O)(=O)c2cccc3nsnc23)CC1)N1CCCc2ccccc21	-0.1	2	-2.2	16	-13	0.4	-1.3	10	19
CCc1nnc(NC(=O)CCC(=O)N2CCCC(O)C2)s1 (stereo not drawn)	0.7	0	0.2	-8	7	6.0	-1.4	-5	4
CC(=O)Oc1c(Cl)c(N2CCOCC2)c(OC(C)=O)c2ccccc12	-5.0	1	2.7	10	-26	2.2	-2.5	-4	2
Cc1ccc2c(nc3s/c(=C/c4cccs4)c(=O)n32)c1C	-1.3	1	·	7	-3	-0.5	0.1	-5	4
COc1ccc(CNC(=O)Cn2cc(C(F)(F)F)ccc2=O)cc1OC	-1.8	-4	-0.1	4	9	-0.1	-0.4	18	-9
COc1cccc(/C=C/C(=O)Nc2ccc3c(c2)OCCO3)c1	-1.1	1	1.6	9	8	1.9	-0.1	-4	10
CS(=O)Cc1cc(Sc2ccccc2)nc(-c2ccncc2)n1 (stereo not drawn)	0.8	3	-0.3	-2	2	0.9	-3.2	-24	-9
O=C(O)C1C2CCC(O2)C1C(=O)Nc1ccc(OC(F)F)cc1 (stereo not drawn)	-1.6	0	0.8	6	-6	0.3	-6.1	-18	-6
Cc1ccc(S(=O)(=O)N2CCCC2CNC(=O)C(=O)NC2CCCC2)cc1 (stereo not drawn)	-4.9	3	-0.5	-2	3	0.2	·	·	-5
Cc1cccc(C(=O)NCC(c2ccco2)N(C)C)c1 (stereo not drawn)	-0.6	1	3.0	1	0	2.0	-0.7	-6	-10
Cn1cccc1C(=O)OCC(=O)N1c2ccccc2NC(=O)C1(C)C	-4.5	0	0.7	2	9	-0.7	0.4	0	7
Cc1cccc(NC(=O)COc2cccc3c2CCN(Cc2ccccc2)C3=O)c1C	-2.3	-4	0.5	-4	6	·	0.0	3	3

Reprinted from the part before: 5 compounds; new compounds follow.
SMILES	FadD28 FP inh	Mtb FBA inh	UGM FP inh	GDH-TPI inh	PrPC TRFRET	Mtb BioA inh	BoNT A protease	BoNT F protease	CCHF vOTU inh
O=C(O)C1C2CCC(O2)C1C(=O)Nc1ccc(OC(F)F)cc1 (stereo not drawn)	-1.6	0	0.8	6	-6	0.3	-6.1	-18	-6
Cc1ccc(S(=O)(=O)N2CCCC2CNC(=O)C(=O)NC2CCCC2)cc1 (stereo not drawn)	-4.9	3	-0.5	-2	3	0.2	·	·	-5
Cc1cccc(C(=O)NCC(c2ccco2)N(C)C)c1 (stereo not drawn)	-0.6	1	3.0	1	0	2.0	-0.7	-6	-10
Cn1cccc1C(=O)OCC(=O)N1c2ccccc2NC(=O)C1(C)C	-4.5	0	0.7	2	9	-0.7	0.4	0	7
Cc1cccc(NC(=O)COc2cccc3c2CCN(Cc2ccccc2)C3=O)c1C	-2.3	-4	0.5	-4	6	·	0.0	3	3
CCCOc1ccc(N2C(=O)CC(N3CCN(S(=O)(=O)c4ccccc4)CC3)C2=O)cc1 (stereo not drawn)	-1.2	2	-2.8	3	3	-0.5	-0.5	-2	4
CN1CCN(Cc2cn[nH]c2-c2ccc(F)cc2F)[C@@H](c2ccccc2)C1	-0.9	5	0.4	2	-9	·	-0.3	-4	3
CC1=C(C(N)=O)C(c2ccc(Cl)cc2Cl)n2ncnc2N1 (stereo not drawn)	-0.2	0	-0.7	17	-3	0.5	-0.4	-2	-3
O=C(c1ccc(F)cc1)N(C(=O)c1ccc(F)cc1)c1ncccn1	-3.2	-3	1.3	-6	-5	·	-0.8	-2	0
O=C(CC1OC(=O)c2ccccc21)Nc1ccccc1N1CCOCC1 (stereo not drawn)	-1.0	3	0.0	0	7	4.5	0.0	-16	-2
COc1ccc(NS(=O)(=O)c2cc3c(cc2C)N(C(C)=O)CCO3)c(OC)c1	-0.4	-2	-0.6	-2	7	-0.7	-0.4	-12	2
CC(C)CN1CCC(CN(C)Cc2nc(-c3cnccn3)no2)CC1	-0.6	3	0.8	0	-1	1.9	-0.4	1	-7
CCSc1nnc(NC(=O)CSc2nc(C)cc(C)n2)s1	-3.3	-3	1.5	1	-4	·	-0.2	-1	3
OCCN1CCN(c2nc(-c3ccccc3O)nc3ccccc23)CC1	-0.3	2	1.0	28	-4	0.9	-1.5	-14	-4
CCOC1=CC(=O)N(Cc2ccccc2)C1	-2.6	2	1.5	1	-3	·	-0.5	-6	-4
CN(C)C(=O)CSc1ccccc1C(=O)OCC(=O)NC1CC1	0.6	-1	0.5	5	-4	·	3.4	1	10
O=C(Nc1ccc(Cl)c(S(=O)(=O)N2CCCC2)c1)c1nn(CCO)c(=O)c2ccccc12	-19	-4	·	-1	-9	-0.2	-2.1	-1	-4
O=C1CC(c2ccccc2)=C(c2ccccc2)C1c1ccccc1 (stereo not drawn)	-3.7	-1	·	-1	12	-1.6	-0.4	2	14
Cn1c(SCC(=O)N2CCOCC2)nc(O)cc1=O	-3.1	0	3.8	-4	-3	-0.2	-0.7	-9	1
Cc1cc(=O)oc2c3c(cc(OCC(=O)Nc4cccnc4)c12)OC(C)(C)CC3	1.0	12	-0.8	7	-5	0.1	-0.4	-6	-21
COC(=O)c1cc2ccsc2n1Cc1nc(-c2ccc(OC)cc2)oc1C	-1.4	3	-0.5	5	1	0.2	-1.1	-15	7
COc1cccc(/C=N/NC(=O)CN2CC(c3ccccc3)CC2=O)c1O (stereo not drawn)	-1.1	-2	-0.4	11	5	·	0.3	-5	-1
NC(=O)Nc1ccc(C(=O)OCC(=O)NC2CCCc3ccccc32)cc1 (stereo not drawn)	-0.7	2	0.1	1	-7	0.7	-0.2	-2	9
Cc1ccccc1COc1ccc(/C=N/NC(=O)c2nnn(-c3nonc3N)c2CN2CCC(C)CC2)cc1	-1.6	-5	1.8	18	6	-4.0	-0.7	3	6
COc1ccc(CCN(C(=O)/C=C/C(=O)O)C2CC(=O)N(c3ccccc3)C2=O)cc1 (stereo not drawn)	-2.4	5	0.6	3	1	·	-0.3	1	-3
CNc1ccc(Br)cc(C(=O)/C=C/c2ccc(OC)cc2)c1=O	-1.2	-1	3.4	11	-4	·	28	2	36*
CCc1ccccc1NC(=O)C1c2ccccc2Oc2ccccc21	0.7	-1	-0.6	11	-1	·	-0.1	1	6
NC(=S)c1ccc[n+]([O-])c1	1.3	4	·	12	6	2.5	-0.3	-6	-17
CNC(=S)N/N=C1\C2CN3CCN(C2)CC1(c1ccccc1)C3	-3.0	2	0.2	-3	3	·	-1.1	-6	0
COCCCNC(=S)NNC(=O)c1cc(C2CC2)nc2ccccc12	-1.5	-1	3.5	6	2	1.7	-1.1	0	14

Carrying on:
SMILES	FadD28 FP inh	Mtb FBA inh	UGM FP inh	GDH-TPI inh	PrPC TRFRET	Mtb BioA inh	BoNT A protease	BoNT F protease	CCHF vOTU inh
COc1ccc(/C=N/Nc2ncc(Br)cn2)c(OC)c1	-0.7	-1	-1.4	14	0	·	-0.3	-4	0
O=C1c2ccccc2C(=O)N1CN(C(=O)c1ccccc1[N+](=O)[O-])c1ccc(F)cc1	-0.9	3	2.6	4	-3	-0.2	1.1	-5	1
COc1cc(N)c2ncccc2c1Cl	-0.1	46*	·	12	-6	-0.6	-0.6	-17	97*
Cc1ccc(CC(=O)Nc2cccnc2)cc1	0.0	-2	2.5	-4	-1	·	0.0	-1	7
CCCCOC(=O)C(C)Sc1n[nH]c(=O)[nH]c1=O (stereo not drawn)	-3.8	-1	-1.8	-1	-4	·	-0.3	4	-4
CCn1c(SCC(=O)NCc2ccccc2)nc2nc3c(cc2c1=O)CCCC3	0.5	0	3.4	3	2	·	-1.1	-5	8
Cc1ccccc1C(=O)Nc1ccnn1C1CCN(CCCc2ccccc2)CC1	-0.6	3	-3.6	0	-16	-3.2	-0.1	-1	-5
NC(Cc1ccc(C(F)(F)F)cc1)c1csc(Nc2cnccn2)n1 (stereo not drawn)	-8.0	1	·	5	-8	0.3	-0.7	-15	4
N/C(CS(=O)(=O)c1ccccn1)=N\OC(=O)c1ccc(Cl)cc1	-4.9	1	-1.0	-7	2	·	0.5	4	-12
O=C(COc1cc(F)ccc1[N+](=O)[O-])Nc1cccc(S(=O)(=O)NC2=NCCC2)c1	-2.4	0	-0.7	6	-9	0.2	-1.0	-2	-3
COC(=O)C(C)(C)ONC(=O)Nc1ccccc1	-3.5	-4	0.9	-1	7	·	-0.3	-10	-14
O=C(N/C(=C/c1cccs1)c1nc2ccccc2[nH]1)c1ccccc1	-3.0	-1	0.2	33*	-2	0.7	1.3	18	7
COc1ccc(/C=N/NC(=O)C2(C)NC(C)(C)Cc3ccccc32)cc1 (stereo not drawn)	-5.5	0	-0.5	2	3	·	0.1	-2	-11
CC(=O)N1CCc2cc(S(=O)(=O)NC(Cc3ccccc3)C(=O)Nc3cc(C)ccn3)ccc21 (stereo not drawn)	-4.1	-1	1.6	-2	5	-1.5	0.9	-16	-13
O=C(Nc1c2c(nn1-c1cccc(Cl)c1)CS(=O)(=O)C2)c1ccco1	-0.5	0	-1.8	15	-4	7.6	1.9	5	5
CCCCn1nnnc1C(CC)N1CCC2(CC1)C(=O)NCN2c1ccccc1 (stereo not drawn)	-0.3	-1	·	·	1	0.9	-0.7	-13	-1
COc1ccc(/C=N/NC(=O)CCC(=O)Nc2ccccc2)cc1OC	-4.8	-3	-0.4	14	-7	·	-0.3	0	3
CCC(=O)NCCc1cc2ccc(C)c(C)c2[nH]c1=O	-0.7	2	2.2	12	2	0.0	-0.3	-11	-1

An excerpt from above in order of length of the SMILES, highest first:
SMILES	FadD28 FP inh	Mtb FBA inh	UGM FP inh	GDH-TPI inh	PrPC TRFRET	Mtb BioA inh	BoNT A protease	BoNT F protease	CCHF vOTU inh
CCCCn1nnnc1C(CC)N1CCC2(CC1)C(=O)NCN2c1ccccc1 (stereo not drawn)	-0.3	-1	·	·	1	0.9	-0.7	-13	-1
Cc1ccccc1C(=O)Nc1ccnn1C1CCN(CCCc2ccccc2)CC1	-0.6	3	-3.6	0	-16	-3.2	-0.1	-1	-5
COc1ccc(/C=N/NC(=O)CCC(=O)Nc2ccccc2)cc1OC	-4.8	-3	-0.4	14	-7	·	-0.3	0	3

Screening results from PubChem BioAssay.
